# DNMT1 block: DNMT1 (human) enzyme inhibition; P26358; DNMT1 molecular beacon, Hinp1I cleavage, fluorescence; inhibition (reported as % activation of signal), % at 10 µM; hit rate 0.83% among 360,000; AID 588458; in the data active = inhibition above about 50%
# SKN-1 inh: C. elegans SKN-1 inhibition; C. elegans VP596 Pgst-4::GFP/RFP ratio, acrylamide-induced, 24 h; inhibition, % at 21.8 µM; hit rate 0.49% among 360,000;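 active = interference check ratio from 0.5 to 1.5 plus GFP to RFP signal ratio inhibition reaching or exceeding a fixed threshold, cut at about 30% in these data, passing the limit was not always enough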; also: some compounds called inactive have numbers as strong as hits
# Rpn11 block: blocks the human proteasome subunit Rpn11; human 26S proteasome, Ub4-pepOG fluorescence polarization; 20S core pre-blocked with epoxomicin; O00487; AID 588493; calls only at 20 µM; hit rate 0.59% among 360,000;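 active = inhibition at 20 µM, scaled to each plate's controls, above about 33%, limit read from the data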
# SUMO1-SIM PPI: alters human SUMO1 binding to SIM partners. P63165. SUMO1 binding to a labelled peptide, TR-FRET, 1 h. inhibition, % at 20 µM. hit rate 0.33% among 360,000. AID 602429; in the data active = inhibition above about 37%
# Target sequence (P63165 whole entry, looked up): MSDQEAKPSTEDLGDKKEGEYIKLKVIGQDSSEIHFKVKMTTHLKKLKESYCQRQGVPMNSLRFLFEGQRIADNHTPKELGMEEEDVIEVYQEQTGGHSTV
# STEP inh: inhibitors of human striatal-enriched phosphatase STEP. hit rate 0.25% among 360,000. P54829. AID 588621. inhibition, % at 20 µM. recombinant STEP, OMFP fluorogenic substrate, fluorescence;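 active = inhibition at 20 µM, scaled per plate between control wells, above about 37%, limit read from the data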;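 also: 0% = DMSO with enzyme and substrate and 100% = substrate only without enzyme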
# Target sequence (P54829 whole entry, looked up): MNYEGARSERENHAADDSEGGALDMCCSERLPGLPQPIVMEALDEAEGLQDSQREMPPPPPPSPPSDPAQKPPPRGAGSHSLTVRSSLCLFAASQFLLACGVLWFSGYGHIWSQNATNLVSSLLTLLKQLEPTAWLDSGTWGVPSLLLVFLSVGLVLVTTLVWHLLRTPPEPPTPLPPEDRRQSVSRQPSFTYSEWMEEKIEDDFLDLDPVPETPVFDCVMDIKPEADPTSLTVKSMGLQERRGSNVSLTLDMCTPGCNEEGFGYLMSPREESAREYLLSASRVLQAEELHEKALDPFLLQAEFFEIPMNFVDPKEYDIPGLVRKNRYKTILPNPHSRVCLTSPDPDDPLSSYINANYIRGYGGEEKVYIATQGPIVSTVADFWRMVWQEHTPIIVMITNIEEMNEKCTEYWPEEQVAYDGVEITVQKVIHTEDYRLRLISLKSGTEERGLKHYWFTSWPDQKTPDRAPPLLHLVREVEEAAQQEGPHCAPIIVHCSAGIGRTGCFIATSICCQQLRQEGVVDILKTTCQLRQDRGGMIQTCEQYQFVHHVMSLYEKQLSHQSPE
#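 medium = Bis-Tris buffer pH 6.0, 2.5 mM DTT, 0.005% Tween 20 | test system = STEP (striatal-enriched tyrosine phosphatase) enzyme, cell-free | measure = normalized % inhibition | compound dosing = 20 µM, 1% DMSO | also added = 25 µM OMFP | schedule = reaction 20 min, ambient temperature | measured by = fluorescence read at 480 nm ex / 540 nm em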
# LMPTP inh: blocks human LMPTP phosphatase. P24666. recombinant LMPTP-A, OMFP fluorogenic substrate, fluorescence intensity. inhibition, % at 20 µM. hit rate 0.22% among 360,000. AID 651560;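 active = compounds that cut the enzyme signal by at least half of the control window in the single-dose screen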;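 also: plate controls were DMSO wells with enzyme plus substrate for no effect and substrate without enzyme for full effect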
# Target sequence (P24666 whole entry, looked up): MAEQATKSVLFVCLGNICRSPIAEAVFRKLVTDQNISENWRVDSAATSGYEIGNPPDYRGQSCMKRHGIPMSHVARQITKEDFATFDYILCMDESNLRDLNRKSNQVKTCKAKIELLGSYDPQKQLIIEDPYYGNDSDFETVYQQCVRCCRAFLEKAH
#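 Test system – LMPTP-A enzyme · Amount – LMPTP-A at 0.625 nM final in the reaction · Buffer or medium – Bis-Tris pH 6.0, DTT, detergent · Reagent – OMFP 400 µM · Doses – single 20 µM dose · Schedule – reaction 50 min, room temperature, dark · Detection – fluorescence intensity of OMFP turnover product · Evaluation – percent inhibition versus substrate-only and uninhibited controls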
# Scp1 inh: inhibitors of human Scp-1 phosphatase. Q9GZU7. Recombinant Scp1, phosphopeptide, malachite green phosphate absorbance. inhibition, % at 20 µM. hit rate 0.88% among 340,000. AID 493091;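 active = inhibition above about 50% at 20 µM, limit read from the data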;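 also: plate controls were DMSO wells with enzyme for no effect and wells lacking enzyme for full effect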
# Target sequence (Q9GZU7 76-261 limits assumed): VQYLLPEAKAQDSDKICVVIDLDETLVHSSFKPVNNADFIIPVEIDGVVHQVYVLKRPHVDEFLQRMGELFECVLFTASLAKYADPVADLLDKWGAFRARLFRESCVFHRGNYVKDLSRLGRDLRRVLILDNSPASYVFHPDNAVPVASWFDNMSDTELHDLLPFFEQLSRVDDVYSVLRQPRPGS
#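 Test system – truncated SCP-1 phosphatase (76-261aa) · Reagent – Phosphorylated 17-residue peptide substrate · Incubation – 45 min room-temperature reaction, 5 min colour, 30 min stabiliser · Detection – colorimetric phosphate reagent with accelerator and stabiliser, absorbance at 630 nm · Measure – % inhibition at 20 µM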
# NadD inh: inhibitors of Staphylococcus aureus NadD | purified NadD enzyme, colorimetric absorbance read-out | inhibition, % at 20 µM | hit rate 0.78% among 360,000 | AID 602399; in the data active = inhibition above about 26%; also: some compounds past the cut are filed as inactive
# MT1-MMP act inh: blocks activation of human MT1-MMP; HT1080 RFP-PRO-GFP cells, GFP/RFP ratio fluorescence, overnight; percent of plate control window, DMSO zero; P50281; AID 651647; GFP/RFP ratio change, % at 20 µM; hit rate 0.061% among 360,000;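 active = GFP/RFP ratio change of at least 30% with cell ATP level not reduced by more than half and red fluorescence within 50% of control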; also: strong numbers were not always called active
#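 Test system: HT1080 RFP-PRO-GFP cells; Benchmarks: DMSO and RFP-L50D-GFP cell wells; Timing: cells overnight before dosing, compound overnight, 37 °C, 5% CO2; Compound: one 20 µM compound dose with 1% DMSO; Read-out: GFP/RFP fluorescence ratio.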
# CendR NRP1 mod: modulators of CendR peptide binding to human neuropilin-1; O14786; FAM-RPARPAR peptide binding to NRP-1, fluorescence polarization; AID 602438; hit rate 0.85% among 360,000; inhibition, % at 25 µM;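 active = inhibition or corrected inhibition above about 18%, plus a signal ratio from 0.5 to 1.5, limit read from the data, passing the limit was not always enough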; also: strong numbers were not always called active
# Active calls of the source: *; i = inactive; nt = not tested or not shown.
SMILES,DNMT1 block,SKN-1 inh,Rpn11 block,SUMO1-SIM PPI,STEP inh,LMPTP inh,Scp1 inh,NadD inh,MT1-MMP act inh,CendR NRP1 mod
CCOc1ccc(C(CC(=O)O)NC(=O)Cc2ccccc2)cc1OC (configuration not stated),0,5,i,-2,-1,-2.7,3,1,-4,-3
Cc1ccc(NC(=O)c2ccccc2SCC(=O)N2CCCC2)cc1S(=O)(=O)N(C)C,-7,12,i,-47,0,-8.1,-17,2,-2,13
Cc1cc(C)n(C(N)=NC(=O)c2ccc([N+](=O)[O-])cc2)n1,6,19,i,-8,1,-1.1,-4,0,-2,14
COc1ccc(S(=O)(=O)N2CCSCC2)cc1,2,7,i,-2,-1,-1.2,1,-2,-1,7
COc1cc(C(=S)N2CCCC2)ccc1O,-2,9,i,14,0,-0.7,-6,-3,3,2
COc1ccc([N+](=O)[O-])cc1NC(=O)C(C)OC(=O)Cc1ccc(OC)c(OC)c1 (configuration not stated),-2,11,i,-30,-3,0.5,-8,-5,6,2
COC(=O)CN1C(=O)CSc2ncccc21,-3,-28,i,1,-11,-0.4,1,-4,0,-5
C=C1C(=O)OC2C=C(CO)C3OC3C3OC3(C)CC(OC(=O)/C(=C/C)COC(C)=O)C12 (configuration not stated),5,-11,i,-10,-2,1.3,5,-2,-5,-4
O=C(Nc1ccc(F)cc1F)NC1CCCc2ccccc21 (configuration not stated),4,2,i,1,5,-0.7,-5,-1,-5,5
COCCNC(=O)C1CCCN(C(=O)c2ccc3c(c2)C(C)(C)CCC3(C)C)CC1 (configuration not stated),-2,-1,i,-2,-2,-0.2,nt,-3,3,-1
CCOC(=O)N1CCN(S(=O)(=O)c2ccc(OCC)c(C)c2)CC1,6,-1,i,0,1,1.5,4,-1,4,5
CCOC(=O)C1(CCCc2ccccc2)CCN(C2CCN(C(C)=O)CC2)CC1,-1,13,i,0,1,-2.2,-13,-8,-2,-16
COc1ccc(N(CC(=O)NC2CCCCC2C)S(=O)(=O)c2c(C)nn(C)c2C)cc1 (configuration not stated),0,1,i,3,0,-1.4,6,5,4,10
O=C(COCc1ccccc1)N[C@@H]1c2ccccc2CC[C@@H]1OCc1ccccc1,0,14,i,7,3,2.5,-4,0,-8,0
CCCS(=O)(=O)c1nc(S(=O)(=O)c2ccc(Cl)cc2)c(N2CCC(O)CC2)s1,2,4,i,-9,-3,0.4,-13,-3,-4,-5
CN1N=C(C(C)(C)C)CSC1=Nc1ccc(F)cc1,2,19,i,3,0,1.0,-7,-5,1,10
O=C(Nc1ccc(Cl)cc1)OCc1cn(-c2ccc(Cl)cc2)nn1,9,8,i,0,-3,0.2,84*,0,1,-6
Cc1ccnc(NS(=O)(=O)c2ccc(NC(=O)Cc3ccccc3)cc2)n1,1,2,i,5,1,0.0,-1,-4,-1,-7
CC(C)CC(=O)Nc1ccc(C(=O)CN2CCC(C)CC2)cc1,1,-4,i,0,1,-0.9,-2,-4,0,2
Fc1cccc(Cl)c1CSc1nnc2ccccn12,0,2,i,-1,1,-1.1,-2,-3,-2,4
Cc1ccc(C(=O)Oc2coc(CSc3nnc(NC(=O)c4cccs4)s3)cc2=O)cc1,18,-2,i,9,-2,5.6,39,9,3,-13
CC(C)C[C@H]1CNC(=S)N1CC1CCCN1C[C@H](Cc1ccccc1)N1C[C@H](Cc2ccc(O)cc2)N(CC2CCCCC2)C1=S (some centres not stated),-8,8,i,1,2,4.1,18,32*,-8,0
O=S(=O)(c1ccccc1)c1nc(-c2ccco2)oc1NCc1ccccc1,-6,-13,i,-2,-2,1.3,-10,-11,19,-8
CSc1ncc(CNc2cc([N+](=O)[O-])ccc2C)c(N)n1,-3,32,i,-23,2,0.9,3,1,10,2
COc1ccccc1/C=N/n1cnnc1,5,8,i,2,7,-0.6,3,-3,2,0
O=C(COC(=O)c1ccc(CO)cc1)Nc1ccc2ccccc2c1,-4,-15,i,-1,1,0.4,-10,10,2,-8
CC1(C)NC(=O)N(CC(=O)OCC(=O)c2ccc(Cl)s2)C1=O,3,-11,i,-4,5,1.5,-2,-3,-1,0
CCOc1ccc(NC(=O)CSc2nc(N3CCOCC3)nc(N3CCOCC3)n2)cc1,-1,-15,i,2,-2,-0.8,-2,-4,-3,8
COc1ccc(S(=O)(=O)N(Cc2cc3cc(C)ccc3[nH]c2=O)CC2CCCO2)cc1 (configuration not stated),-3,3,i,4,-3,0.6,-13,-4,-14,-3
COc1ccc(NS(=O)(=O)c2cccc(C(=O)N3CCCCCCC3)c2)cc1,-4,11,i,-36,1,-8.2,-14,4,-1,6

# Ordered by value in CendR NRP1 mod (ascending): three from the list above
Molecule	CendR NRP1 mod
O=C(COC(=O)c1ccc(CO)cc1)Nc1ccc2ccccc2c1	-8
Cc1ccnc(NS(=O)(=O)c2ccc(NC(=O)Cc3ccccc3)cc2)n1	-7
O=C(Nc1ccc(Cl)cc1)OCc1cn(-c2ccc(Cl)cc2)nn1	-6

# Other entries:
SMILES,DNMT1 block,SKN-1 inh,Rpn11 block,SUMO1-SIM PPI,STEP inh,LMPTP inh,Scp1 inh,NadD inh,MT1-MMP act inh,CendR NRP1 mod
O=S(=O)(c1ccccc1)N(Cc1nc(-c2ccccc2)no1)C1CCCCC1,-6,7,i,2,-1,4.1,-11,-3,-12,-7
COc1ccc(OC)c(Nc2nc(NCc3ccco3)c3ccccc3n2)c1,-7,-1,i,5,1,26,3,8,7,-8
Cc1ccc(Cn2nnc3c(=O)[nH]c(C(=O)NCc4ccco4)nc32)cc1,2,16,i,-3,-1,0.3,-8,7,3,4
Cc1ccccc1Oc1cccc(C(=O)/C(C#N)=C/N(C)C)c1,-2,0,i,-1,-20,-2.0,0,-1,6,6
CN(CC(=O)NCCc1ccc(F)cc1)Cc1ccc(Br)cc1,0,7,i,2,0,1.2,-7,5,-1,8
O=c1oc2ccccc2c2c1SC(C(F)(F)F)C2 (configuration not stated),2,18,i,-12,1,-0.1,-3,-6,-6,5
CC(C)(C)N1C(=O)[C@H]2[C@@H](c3ccc(Br)cc3)N3C(=O)N(c4ccccc4)C(=O)[C@@]3(Cc3ccccc3)[C@H]2C1=O,-2,23,i,-4,-4,1.8,-9,5,0,-1
CCOC(=O)[C@H]1[C@H]2COc3cc(OC)ccc3[C@@H]2N2C(=O)CN(Cc3ccco3)C(=O)[C@@]12C,-1,9,i,0,1,-2.0,4,2,-1,10
CCOc1ccc(NC(=S)N2CCN(CCN3C(=O)c4cccc5cccc(c45)C3=O)CC2)cc1,23,-5,i,-13,10,2.0,-2,5,3,-35
CC(C)(C)S(=O)(=O)N1C[C@H]2CC/C=C\C/C=C\2[C@@H]1CCO,7,8,i,1,-5,-0.8,nt,-2,-5,1
Cc1ccc(S(=O)(=O)NCCC(=O)N2CCN(C/C=C/c3ccccc3)CC2)cc1,-4,-13,i,0,1,0.1,0,-6,-2,-13
COc1ccc2oc(CS(=O)c3ccccc3)c(C(=O)O)c2c1 (configuration not stated),2,2,i,1,-1,-1.5,1,-8,-4,-11
Cc1ccc(/C=C2\Oc3cc(OC(=O)N4CCOCC4)ccc3C2=O)cc1,-4,0,i,-12,0,0.7,-6,3,-10,1
O=C(O)c1ccc(C(=O)O)c(C(=O)c2ccc(NC(=O)c3ccccc3)cc2)c1,3,10,i,1,0,-1.1,-7,-6,-6,-1
C[C@H](CO)N1C[C@H](C)[C@@H](CN(C)C(=O)Cc2ccccc2)OCc2cnnn2CCCC1=O,7,2,i,-2,-2,-2.3,nt,-6,3,-6

# Laid out differently: 2 of the compounds above.
> CC(C)(C)S(=O)(=O)N1C[C@H]2CC/C=C\C/C=C\2[C@@H]1CCO
  DNMT1 block = 7
  SKN-1 inh = 8
  Rpn11 block = i
  SUMO1-SIM PPI = 1
  STEP inh = -5
  LMPTP inh = -0.8
  Scp1 inh = nt
  NadD inh = -2
  MT1-MMP act inh = -5
  CendR NRP1 mod = 1

> Cc1ccccc1Oc1cccc(C(=O)/C(C#N)=C/N(C)C)c1
  DNMT1 block = -2
  SKN-1 inh = 0
  Rpn11 block = i
  SUMO1-SIM PPI = -1
  STEP inh = -20
  LMPTP inh = -2.0
  Scp1 inh = 0
  NadD inh = -1
  MT1-MMP act inh = 6
  CendR NRP1 mod = 6

# Carrying on.
SMILES,DNMT1 block,SKN-1 inh,Rpn11 block,SUMO1-SIM PPI,STEP inh,LMPTP inh,Scp1 inh,NadD inh,MT1-MMP act inh,CendR NRP1 mod
Cc1ccc2nsnc2c1S(=O)(=O)N(Cc1ccco1)Cc1cc2ccc(C)c(C)c2[nH]c1=O,4,7,i,-15,16,0.1,-28,14,1,-3
CC(C)(C)C1=CC(=Nc2ccccc2N)C=C(C(C)(C)C)C1=O,-7,13,i,-2,1,0.8,-2,-4,-45,7
Cc1ccc(S(=O)(=O)C(C#N)c2nc3ccccc3nc2N2CCN(C)CC2)cc1 (configuration not stated),-2,3,i,-1,-2,-1.2,-2,4,-26,0
CCc1cc(C(=O)Nc2cc(S(=O)(=O)N3CCOCC3)ccc2N2CCN(CC)CC2)sc1C,-1,7,i,-7,2,-0.2,0,-7,1,-15
O=C(O)c1ccc2c(=O)n(-c3ccccc3)c(=S)[nH]c2c1,2,3,i,-3,-1,-1.8,79*,-2,6,2
c1ccc(CSCc2ccccc2)cc1,-4,20,i,3,1,-0.3,1,4,-2,-7
COc1ccc(S(=O)(=O)N2CCOCC2)cc1NC(=O)/C=C/c1ccccc1,0,12,i,-14,0,0.8,-1,-1,4,-3
CCN(CC(=O)Nc1ccc(OC)cc1)C(=O)c1ccc([N+](=O)[O-])cc1,1,-6,i,-16,-1,-1.5,26,-3,-4,7
CC(=O)Nc1cccc(OC(=O)N2CCOCC2)c1,2,20,i,1,-2,-1.9,-5,0,1,16
CC(=O)CC(C)(C)Nc1nc2ccc([N+](=O)[O-])cc2o1,2,-14,i,-22,-2,-1.5,-10,-5,8,9
CCCCSc1nnc(CCNC(=O)OC(C)(C)C)o1,4,4,i,2,-2,-0.6,-10,-10,3,8
Cc1ccc(S(=O)(=O)N(C)CC(=O)N2CCC(C(N)=O)CC2)cc1,1,-7,i,1,-2,-0.9,1,-1,1,7
COc1ccc(C2CC(c3ccccc3)=NN2S(=O)(=O)c2ccc(C)cc2)c(OC)c1 (configuration not stated),3,52*,nt,1,3,1.8,-21,-5,-5,-94
O=C(NCc1ccncc1)C1CCN(S(=O)(=O)c2cc(Cl)ccc2Cl)CC1,0,6,i,-4,-2,-0.1,-7,-5,-4,0
CCCCc1nnc(SCC(=O)Nc2nccs2)n1C,0,14,i,3,-1,-0.9,-10,-3,-1,7
CCN(CC)C(=O)/C=C/c1ccccc1,-1,19,i,5,-2,0.1,-8,2,1,21

# Source: PubChem

# No enrichment for hits. About 3.9% of those tested had a hit in this group.
